Screens: PubChem, Broad Institute
T cruzi growth = inhibitors of T. cruzi proliferation; AID 624255; inhibition, % at 8.34 µM; T. cruzi beta-gal in NIH3T3, GalScreen luminescence, 90 h; 77,000 tested, 5.9% active;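 active = mean inhibition above about 93%, with at least 55% of replicates each passing it, limit read from the data, passing the limit was not always enough; inconclusive = only one of those two conditions holds; inactive = neither condition holds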
GASC1 inh = inhibitors of human demethylase GASC-1 KDM4C; AID 720574; 96,000 tested, 0.15% active; GST-KDM4C 2-372, H3K9me3 peptide, LANCE TR-FRET; Q9H3R0; inhibition, % at 12.5 µM;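 active = mean replicate inhibition above about 25%, with at least 55% of replicates also reaching it, limit read from the data, passing the limit was not always enough; inconclusive = only one of those two conditions met; inactive = neither condition met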
Target sequence (Q9H3R0 2-372 limits assumed): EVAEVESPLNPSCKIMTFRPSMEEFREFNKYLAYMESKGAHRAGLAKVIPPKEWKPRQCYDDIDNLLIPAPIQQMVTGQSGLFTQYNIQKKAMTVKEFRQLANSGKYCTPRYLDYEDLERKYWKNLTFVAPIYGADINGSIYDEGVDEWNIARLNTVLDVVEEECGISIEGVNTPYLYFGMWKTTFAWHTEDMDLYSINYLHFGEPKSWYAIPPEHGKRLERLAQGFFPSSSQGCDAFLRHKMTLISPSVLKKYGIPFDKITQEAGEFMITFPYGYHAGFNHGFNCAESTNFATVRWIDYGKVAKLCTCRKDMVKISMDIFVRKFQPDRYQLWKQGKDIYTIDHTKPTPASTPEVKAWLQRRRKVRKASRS
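material = GST-tagged GASC-1 (JMJD2C) catalytic fragment, aa 2-372 | amount = enzyme final amount 10 nM | medium = HEPES buffer, pH 7.5, plus ascorbate | also added = H3K9me3 peptide substrate, Fe(II), 2-oxoglutarate | dosing = single dose | times = 30 min demethylation and 1 h detection at room temperature | detection = LANCE TR-FRET | read-out basis = Fall in 671/618 emission ratio as inhibition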
C diff growth = blocks growth of Clostridium difficile; Clostridium difficile clinical isolate growth, OD600, 24 h; stronger effect = lower value; growth activity, negative = inhibition, % at 16 µg/mL (by protocol); 86,000 tested, 0.25% active; AID 1259249;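 active = mean growth activity at or below -80% and every replicate also at or below -80%; inconclusive = mean at or below -80% but some replicate above -80%; inactive = mean growth activity above -80%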;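 note: 0% = DMSO wells and -100% = levofloxacin 16 µg/mL wells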
Pf Dd2 growth = P. falciparum Dd2 growth inhibition. 94,000 tested, 2.3% active. activity change, % at 10 µM. SYBR Green, 72 h; stronger effect = lower value; in the data active = activity change below about -80%; inconclusive = no clear call, values can overlap the other calls
Numbers without * were called inactive; & = joins results of further samples. Rows are unselected; about 7.2% have a hit in one of these screens.

`C[C@@H]1CCCCO[C@H](CN(C)C(=O)Nc2ccc3c(c2)OCO3)[C@H](C)CN([C@@H](C)CO)C(=O)c2cc(NS(=O)(=O)c3cn(C)cn3)ccc2O1` gave T cruzi growth 78, GASC1 inh -0.1, C diff growth 9 and Pf Dd2 growth -61.
COc1ccc(S(=O)(=O)Nc2ccc3c(c2)C(=O)N([C@@H](C)CO)C[C@@H](C)[C@@H](CN(C)S(=O)(=O)c2c(C)noc2C)OCCCC[C@@H](C)O3)cc1 was read as T cruzi growth 90, GASC1 inh -1.3, C diff growth -14 and Pf Dd2 growth -50.
Screening O=C(c1ccncc1)N1CC2(C1)[C@H](c1ccccc1)[C@@H](CO)N2C(=O)c1ccncc1 returned GASC1 inh -2.2, C diff growth -3 and Pf Dd2 growth 26.
COc1cccc(C(=O)N2C[C@H]3[C@@H](c4ccccc42)[C@@H](CO)N3C(=O)c2ccccc2)c1 was read as T cruzi growth 12, GASC1 inh -0.6, C diff growth -9 and Pf Dd2 growth 8.
Screening Cn1cnc(S(=O)(=O)N[C@@H]2C=C[C@@H](CC(=O)NCC3CC3)O[C@@H]2CO)c1 returned T cruzi growth -16, GASC1 inh 0.1 and Pf Dd2 growth 4.
For C[C@@H]1CN([C@@H](C)CO)C(=O)c2cc(NC(=O)Nc3ccc(C(F)(F)F)cc3)ccc2O[C@@H](C)CCCCO[C@H]1CN(C)Cc1ccc2c(c1)OCO2 the results were T cruzi growth inconclusive, GASC1 inh 1.1, C diff growth -92* and Pf Dd2 growth -70.
For COc1ccccc1-c1ccc2n(c1=O)C[C@@H]1[C@@H](CO)[C@H](C(=O)N3CCOCC3)[C@H]2N1CC1CC1 the results were T cruzi growth -42, GASC1 inh -1.5 and C diff growth -11.
`COCC(=O)N1[C@H](CO)[C@H](c2ccc(-c3cccc(OC)c3)cc2)C12CN(C(C)=O)C2` gave GASC1 inh -1.5, C diff growth -1 and Pf Dd2 growth -25.
For OC[C@@H]1[C@H](c2ccc(C#Cc3ccccc3F)cc2)[C@@H]2CN(Cc3cncnc3)CCCCN12 the results were T cruzi growth 107*, GASC1 inh -0.5, C diff growth -6 and Pf Dd2 growth -23.
For O=C(CCN1CCCCC1)NCC[C@H]1CC[C@@H](NS(=O)(=O)c2cccc(F)c2)[C@@H](CO)O1 the results were T cruzi growth -17, GASC1 inh 0.0, C diff growth -4 and Pf Dd2 growth 3.
For C[C@H]1CN([C@@H](C)CO)C(=O)c2cccc(NC(=O)c3ccncc3)c2O[C@@H]1CN(C)C(=O)Nc1ccc(C(F)(F)F)cc1 the results were T cruzi growth -68, GASC1 inh -1.2, C diff growth -1 and Pf Dd2 growth 25.
COCC#Cc1ccc2c(c1)O[C@@H](CN(C)C(=O)C1CCCCC1)[C@H](C)CN([C@H](C)CO)S2(=O)=O was read as T cruzi growth 39, GASC1 inh -0.9, C diff growth -3 and Pf Dd2 growth -37.
CC(C)NC(=O)N(C)C[C@H]1Oc2ccc(NC(=O)Nc3ccc(F)cc3)cc2C(=O)N([C@@H](C)CO)C[C@@H]1C was read as GASC1 inh 1.2, C diff growth 2 and Pf Dd2 growth -28.
CC(C)NC(=O)N(C)C[C@@H]1OCCCC[C@@H](C)Oc2ccc(NC(=O)C3CCCCC3)cc2C(=O)N([C@@H](C)CO)C[C@H]1C was read as T cruzi growth 35, GASC1 inh 4.4, C diff growth -2 and Pf Dd2 growth -8.
CCCC#Cc1ccc([C@@H]2[C@H]3CN(C(=O)Nc4ccc(F)cc4)CC(=O)N3[C@H]2CO)cc1 was read as GASC1 inh -1.7, C diff growth 47 and Pf Dd2 growth -19.
COc1ccc(CN(C)C[C@@H]2OCCCC[C@H](C)Oc3ccc(NC(=O)NC4CCCCC4)cc3C(=O)N([C@H](C)CO)C[C@@H]2C)cc1 was read as T cruzi growth -33, GASC1 inh 0.0, C diff growth -2 and Pf Dd2 growth 5.
CC(C)CC#Cc1ccc2c(c1)O[C@@H](CN(C)C)[C@H](C)CN([C@@H](C)CO)S2(=O)=O was read as T cruzi growth 61, GASC1 inh -0.7, C diff growth 11 and Pf Dd2 growth -52.
Screening COc1ccc(NC(=O)N(C)C[C@H]2Oc3ccc(NC(=O)CCCCCC(=O)Nc4ccccc4N)cc3CC(=O)N([C@H](C)CO)C[C@@H]2C)cc1 returned GASC1 inh 0.3, C diff growth -2 and Pf Dd2 growth 23.
`C/C=C/c1ccc([C@H]2[C@@H](CO)N3C(=O)CN(C(=O)Nc4ccc(F)cc4)C[C@@H]23)cc1` gave GASC1 inh -0.4, C diff growth -16 and Pf Dd2 growth -32.
`CO[C@@H]1CN(C)C(=O)c2cc(NC(=O)c3ccc4c(c3)OCO4)ccc2OC[C@@H](C)N(CCC(F)(F)F)C[C@@H]1C` gave GASC1 inh -0.2 and Pf Dd2 growth -8.
For COc1ccc(NC(=O)N(C)C[C@@H]2Oc3ccc(NC(=O)C4CC4)cc3C(=O)N([C@@H](C)CO)C[C@H]2C)cc1 the results were T cruzi growth 36, GASC1 inh 1.2, C diff growth -2 and Pf Dd2 growth 6.
For CN1C(=O)c2cc(NC(=O)Nc3ccccc3)ccc2OC[C@H]2O[C@H](CC(=O)NC3CCC3)CC[C@@H]21 the results were T cruzi growth -11, GASC1 inh 0.6, C diff growth -4 and Pf Dd2 growth -8.
For C[C@H]1CN([C@@H](C)CO)C(=O)Cc2cc(NS(=O)(=O)c3ccccc3)ccc2O[C@@H]1CN(C)CC1CCCCC1 the results were T cruzi growth 2, GASC1 inh -1.4, C diff growth -7 and Pf Dd2 growth -10.
`C[C@@H]1CCCCO[C@H](CN(C)CC2CC2)[C@@H](C)CN([C@@H](C)CO)C(=O)c2cc(NS(=O)(=O)c3cccs3)ccc2O1` gave T cruzi growth 32, GASC1 inh -1.3, C diff growth -1 and Pf Dd2 growth -45.
COCC(=O)N1CC2(C1)[C@@H](c1ccc(-c3ccc(F)cc3)cc1)[C@@H](CO)N2C(C)=O was read as GASC1 inh 0.9, C diff growth -3 and Pf Dd2 growth -13.
COc1ccc(CN(C)C[C@@H]2Oc3ccc(NC(=O)Cc4cn(C)c5ccccc45)cc3C(=O)N([C@H](C)CO)C[C@@H]2C)cc1 was read as T cruzi growth 39, GASC1 inh -0.1, C diff growth 1 and Pf Dd2 growth -32.
`C[C@@H]1CN([C@@H](C)CO)C(=O)c2cc(NS(C)(=O)=O)ccc2O[C@H]1CN(C)Cc1ccncc1` gave T cruzi growth 14, GASC1 inh 0.1, C diff growth 1 and Pf Dd2 growth 1.
C[C@H](CO)N1C[C@H](C)[C@H](CN(C)C)Oc2ccc(N(C)C)cc2CC1=O was read as T cruzi growth -43, GASC1 inh 4.1, C diff growth -1 and Pf Dd2 growth 39.
`CO[C@@H]1CN(C)C(=O)c2cc(NC(=O)Nc3cc(F)ccc3F)ccc2OC[C@H](C)N(C(=O)c2ccccn2)C[C@H]1C` gave T cruzi growth -66, GASC1 inh inconclusive, C diff growth -3 and Pf Dd2 growth 12.
CCCc1cn([C@H]2C[C@@H]3O[C@H](CO)CC[C@@H]3O[C@@H]2CCc2ccc(-c3ccc(OC)cc3)cc2)nn1 was read as C diff growth 13 and Pf Dd2 growth -83*.

Among those listed so far, three contain a CF3 group.
For C[C@@H]1CN([C@@H](C)CO)C(=O)c2cc(NC(=O)Nc3ccc(C(F)(F)F)cc3)ccc2O[C@@H](C)CCCCO[C@H]1CN(C)Cc1ccc2c(c1)OCO2 the results were T cruzi growth inconclusive, GASC1 inh 1.1, C diff growth -92* and Pf Dd2 growth -70.
For C[C@H]1CN([C@@H](C)CO)C(=O)c2cccc(NC(=O)c3ccncc3)c2O[C@@H]1CN(C)C(=O)Nc1ccc(C(F)(F)F)cc1 the results were T cruzi growth -68, GASC1 inh -1.2, C diff growth -1 and Pf Dd2 growth 25.
`CO[C@@H]1CN(C)C(=O)c2cc(NC(=O)c3ccc4c(c3)OCO4)ccc2OC[C@@H](C)N(CCC(F)(F)F)C[C@@H]1C` gave GASC1 inh -0.2 and Pf Dd2 growth -8.

Later entries:
`COc1ccc2c3c(n(C)c2c1)[C@@H](CO)N(C(=O)Nc1ccc(F)cc1)CC31CN(S(=O)(=O)c2cn(C)cn2)C1` gave C diff growth -8 and Pf Dd2 growth -17.
`C[C@H](CO)N1C[C@H](C)[C@@H](CN(C)CC2CC2)Oc2c(NC(=O)c3ccncc3)cccc2C1=O` gave T cruzi growth 102*, C diff growth 0 and Pf Dd2 growth 9.
Screening COCc1cn(CC[C@@H]2CC[C@@H](NC(=O)c3ccccc3)[C@H](CO)O2)nn1 returned T cruzi growth -19, GASC1 inh 0.0, C diff growth 7 and Pf Dd2 growth 8.
For CC(C)NC(=O)N(C)C[C@H]1Oc2c(NC(=O)c3nc4ccccc4s3)cccc2C(=O)N([C@H](C)CO)C[C@@H]1C the results were T cruzi growth -7, GASC1 inh 1.7, C diff growth 5 and Pf Dd2 growth -30.
Screening C[C@@H]1CN([C@H](C)CO)C(=O)Cc2cc(NS(=O)(=O)c3cccs3)ccc2O[C@@H]1CN(C)CC1CC1 returned T cruzi growth -7, GASC1 inh 2.4, C diff growth -5 and Pf Dd2 growth -5.
CO[C@H]1CN(C)C(=O)c2cc(NC(=O)C3CC3)ccc2OC[C@@H](C)N(C(=O)Cc2ccccn2)C[C@@H]1C was read as T cruzi growth -31, GASC1 inh 0.7, C diff growth 1 and Pf Dd2 growth 20.
`Cc1ccc(S(=O)(=O)N(C)C[C@@H]2Oc3ccc(NC(=O)C4CC4)cc3C(=O)N([C@H](C)CO)C[C@@H]2C)cc1` gave T cruzi growth 24, GASC1 inh -0.1, C diff growth 4 and Pf Dd2 growth 2.
For C[C@@H]1CCCCO[C@H](CN(C)C(=O)Nc2cccc3ccccc23)[C@H](C)CN([C@@H](C)CO)C(=O)c2cc(NC(=O)Nc3cccc4ccccc34)ccc2O1 the results were T cruzi growth 38, GASC1 inh 0.1 and Pf Dd2 growth -22.
For C[C@@H]1CN([C@H](C)CO)C(=O)c2cc(N(C)C)ccc2O[C@@H](C)CCCCO[C@@H]1CN(C)C(=O)Nc1ccc(C(F)(F)F)cc1 the results were T cruzi growth 92, GASC1 inh -4.3 and C diff growth 5.
For CNC[C@H]1OCCCC[C@@H](C)Oc2ccc(NC(=O)Nc3cccc4ccccc34)cc2C(=O)N([C@H](C)CO)C[C@H]1C the results were T cruzi growth -17, GASC1 inh -0.9 and C diff growth 0.
For C/C=C/c1ccc2c(c1)O[C@H](CN(C)C(=O)NC1CCCCC1)[C@@H](C)CN([C@@H](C)CO)S2(=O)=O the results were T cruzi growth 89, GASC1 inh 1.2, C diff growth 13 and Pf Dd2 growth -11.
Screening CC(C)NC(=O)Nc1cccc2c1O[C@@H](CN(C)C(=O)NC1CCCCC1)[C@@H](C)CN([C@@H](C)CO)C2=O returned T cruzi growth 15, GASC1 inh -0.1, C diff growth 1 and Pf Dd2 growth 1.
C[C@@H]1CCCCO[C@@H](CN(C)C(=O)CCC(F)(F)F)[C@@H](C)CN([C@@H](C)CO)C(=O)c2cc(NC(=O)C3CCCCC3)ccc2O1 was read as T cruzi growth 58, GASC1 inh 2.0, C diff growth 12 and Pf Dd2 growth -23.
`C[C@@H]1CN([C@H](C)CO)C(=O)Cc2cc(NS(=O)(=O)c3ccc(Cl)cc3)ccc2O[C@@H]1CN(C)S(=O)(=O)c1ccc(Cl)cc1` gave T cruzi growth 83, GASC1 inh -2.9, C diff growth 12 and Pf Dd2 growth -9.
`N#C[C@H]1[C@H](c2ccc(C3=CCCCC3)cc2)[C@@H](CO)N1C(=O)NC1CCCCC1` gave T cruzi growth 104*, GASC1 inh 1.5, C diff growth -12 and Pf Dd2 growth -20.
Screening C[C@H](CO)N1C[C@H](C)[C@H](CN(C)C(=O)Nc2ccc(F)cc2)Oc2ccc(NC(=O)Nc3ccccc3)cc2CC1=O returned T cruzi growth 21, GASC1 inh -0.7, C diff growth 2 and Pf Dd2 growth -4.
For CN1C(=O)c2cc(NC(=O)c3ccccc3)ccc2OC[C@H]2O[C@@H](CC(=O)NC3CCCC3)CC[C@@H]21 the results were T cruzi growth 1, GASC1 inh -1.0, C diff growth 0 and Pf Dd2 growth 4.
`CCC(=O)N1C[C@H](O)COC[C@@H]2O[C@H](CC(=O)NCc3ccc(Oc4ccccc4)cc3)CC[C@H]21` gave T cruzi growth 74, GASC1 inh -1.3, C diff growth -4&-7 and Pf Dd2 growth -20.
For C[C@H]1CN([C@@H](C)CO)C(=O)c2cc(/C=C/c3ccccc3)cnc2O[C@@H]1CN(C)Cc1ccc2c(c1)OCO2 the results were T cruzi growth 118*, GASC1 inh 0.0, C diff growth 2 and Pf Dd2 growth -41.
